Large T inhibition: SV40 large T antigen inhibitors, biochemical (AID 1903). SV40 large T antigen ATPase/helicase inhibition assay; higher % means a stronger effect. hit rate 0.39% among 310,000. inhibition, % at 20 µM, or IC50 in µM where a hit was titrated; in the data active = a potency from the dose series; inconclusive = inhibition mostly from about 32% at the one dose, without a potency; inactive = the rest, 99 in 100 with inhibition below about 32%; also: strong numbers were not always called active
CSM14.1 death rescue: rescue of cells from ER stress-induced death, primary screen, 384-well, CSM14.1, thapsigargin, ATP luminescence (AID 1222). CSM14.1 thapsigargin-induced death rescue, ATP luminescence; higher % means a stronger effect. one-dose cellular ATP content (survival), % at 20 µM; EC50 in µM for titrated hits. 190,000 tested, under 10 active;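 active = EC50 below 50 µM in the dose-response confirmation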;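 also: death triggered by thapsigargin at about 15 µM added after 2 h compound pretreatment; cell ATP read after overnight thapsigargin exposure of roughly 18 to 22 hours; normalized against plate controls of thapsigargin alone and 5% DMSO vehicle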
WT yeast gro inh: growth inhibition of WT yeast, mitochondrial fusion screen; hit rate 2.1% among 190,000; mitochondrial fusion phenotypic screen, WT strain; inhibition, % at 10 µM; in the data active = inhibition above about 58%; tested in S. cerevisiae
RSV antiviral HEp-2: inhibition of RSV-induced cytopathic effect – HEp-2 cells, primary 10 µM value included (AID 2391) | HEp-2 cells, RSV-induced CPE inhibition; higher % means a stronger effect | one-dose CPE inhibition, % at 10 µM; IC50 in µM for titrated hits | hit rate 0.13% among 310,000; in the data active = a potency from the dose series; inconclusive = CPE inhibition mostly from about 23% at the one dose, without a potency; inactive = the rest, 99 in 100 with CPE inhibition below about 21%; also: strong numbers were not always called active
Dengue-2 NS5 capping: flavivirus cap methylation enzyme inhibition – biochemical, confirmation dose response, primary screen (AID 588689). one-dose inhibition, % at 25 µM; IC50 in µM for titrated hits. Dengue-2 NS5 methyltransferase capping enzyme assay, biochemical; higher % means a stronger effect. hit rate 0.3% among 340,000; in the data active = a potency from the dose series; inconclusive = inhibition above about 29% without an active follow-up result
Yfh1-off respiration: enhancers of respiration in Yfh1-depleted yeast, dose response, Friedreich's ataxia, plus single-dose screen (AID 1465); one-dose fold induction at 50 µM; EC50 in µM for titrated hits; S. cerevisiae Yfh1-off respiration, WST-1 reduction, 72 h; higher fold induction means a stronger effect; hit rate 0.074% among 220,000;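 active = fold induction of absorbance versus untreated yeast above a set limit, then at least 30% activation at any dose in follow-up; inconclusive = repeats straddling the limit, or above it without dose testing; inactive = fold induction below the set limit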;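 also: activators that raise dye reduction in frataxin-depleted yeast; strong numbers were not always called active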
XIAP antagonists: small molecules displacing peptide from XIAP – biochemical, IAP family, fluorescence polarization (AID 1018); XIAP BIR domain, fluorescence polarization peptide displacement; higher % means a stronger effect; displacement, % at 20 µM, or IC50 in µM where a hit was titrated; hit rate 0.007% among 200,000; in the data active = displacement above about 50%; also: a part of the inactive calls stands beside numbers as strong as those of hits
UTI89 phage lysis: protection from phage-mediated lysis, alamar blue read-out – E. coli UTI89, K1F phage, bacterial capsule biogenesis inhibitors (AID 488966); one-dose inhibition, % at 100 µM; IC50 in µM for titrated hits; hit rate 0.02% among 340,000; E. coli UTI89 K1F phage lysis, alamar blue, 2 h; higher % means a stronger effect;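 active = phage lysis inhibition, versus mean bacterial control, above a set limit; inconclusive = no clear call, values can overlap the other calls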;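 also: capsule biogenesis inhibitors block K1F phage lysis so surviving cells raise fluorescence; higher fluorescence means more inhibition of phage lysis; actives were called in the ten point dose series up to 300 µM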
West Nile virus CPE: inhibition of WNV-induced cytopathic effect – cell-based, CPE readout (AID 1621); West Nile virus-infected cells, CPE inhibition; higher % means a stronger effect; CPE inhibition, % at 10 µM; hits with a dose series show IC50 in µM; hit rate 0.02% among 290,000; in the data active = a potency from the dose series; inconclusive = CPE inhibition mostly from about 3.7% at the one dose, without a potency; inactive = the rest, 99 in 100 with CPE inhibition below about 2.2%; also: strong numbers were not always called active
WT yeast gro inh mutant strain: second read-out of WT yeast gro inh, no call of its own (marks repeat the call); inhibition, %; mitochondrial fusion phenotypic screen, mutant strain inhibition
Dengue-2 NS5 capping pilot replicate: further read-out of Dengue-2 NS5 capping, marked with its call; inhibition, %; measured here: pilot screen replicate inhibition
An asterisk follows results filed as active; i = inactive; ? = inconclusive; . = not tested or not shown; [ ] = remark or other dose.

SMILES	Large T inhibition	CSM14.1 death rescue	WT yeast gro inh	WT yeast gro inh mutant strain	RSV antiviral HEp-2	Dengue-2 NS5 capping	Yfh1-off respiration	XIAP antagonists	UTI89 phage lysis	West Nile virus CPE	others
FC(F)(F)c1cc(C(F)(F)F)c2ccc(N3CCN(c4ccc(Cl)cc4)CC3)nc2n1	10%	0.5%	12	3	8.4%	-5%	i	-3.1%	0.6%	0.8%	Dengue-2 NS5 capping pilot replicate=4.3
CC(C)CN1CCN(Cc2cccc3cccnc23)CC1CCO (stereo not drawn)	.	-1.4%	-5	0	0.8%	-3%	i	-6.8%	0.4%	-0.7%
O=S(=O)(NC1CC1)c1ccc(S(=O)(=O)N2CCCC3(CCCCC3)C2)cc1	10%	.	8	15	1.7%	-2%	i	-5.9%	3.3%	-0.5%
Cn1c(SCC(=O)NCc2cccs2)nnc1-c1ccc(S(=O)(=O)N2CCCC2)cc1	16%	1.7%	-23	-2	-0.8%	-7%	i	-1.3%	-0.5%	0.5%
Cc1cccc(NC(=O)CSc2ncnc3nc[nH]c23)c1C	12%	-1.1%	12	-1	1.2%	-1%	i	-2.0%	-0.3%	-0.7%
Cc1nn(-c2ccccc2)c(C)c1NC(=O)COC(=O)Cc1cccc(C(F)(F)F)c1	9%	.	.	.	-1.6%	2%	.	.	-0.5%	.
Cc1cc(C)cc(OCC(=O)NN2C(=O)c3ccccc3C2=O)c1	3%	-0.2%	-13	-12	2.0%	-4%	i	1.4%	3.1%	-0.4%
COc1cc(/C=C2\SC(=S)N(C(Cc3ccccc3)C(=O)O)C2=O)ccc1O (stereo not drawn)	65µM*	.	.	.	2.8%	?	i	.	0.0%	0.6%
O=c1[nH]cnc2c1C1(CCCC1)Cc1ccccc1-2	12%	0.2%	5	21	9.2%	.	i	-1.6%	0.3%	0.4%
CCc1cc(=O)oc2cc(OCC(=O)NC3CC(C)(C)NC(C)(C)C3)ccc12	9%	.	.	.	-0.6%	-1%	.	.	0.2%	-0.4%
Cc1ccccc1/C=N/N1C(=O)CSC1=S	17%	.	.	.	0.8%	-7%	.	.	0.4%	0.9%
CCCCC(=O)N1CCCC(C)C1 (stereo not drawn)	3%	.	.	.	-1.4%	-1%	i	.	0.2%	-0.5%
COc1ccc(-n2nc(C(=O)NCC(=O)Nc3cccc(Cl)c3)c3ccccc3c2=O)cc1	3%	.	.	.	2.4%	2%	.	.	-0.3%	-0.1%
COCC(C)NC(=O)CSc1ncnc2sc(-c3ccccc3)cc12 (stereo not drawn)	7%	.	.	.	7.8%	1%	.	.	-0.2%	-0.9%
CCNC(=S)NNC(=O)c1ccc(OC(F)F)cc1	5%	-4.0%	6	2	-3.4%	0%	i	-5.8%	2.7%	0.5%
O=C(Oc1cccc2cccnc12)c1cccc(-n2cnnn2)c1	0%	-0.5%	8	-5	2.4%	-1%	i	-2.2%	-0.5%	1.1%
COc1cccc(C(=O)Nc2cccnc2)c1OC	9%	-0.2%	-4	8	-0.7%	-3%	i	-1.4%	0.4%	0.3%
CCc1cc2c(NCC3CCCO3)ncnc2s1 (stereo not drawn)	12%	3.5%	6	2	1.2%	-2%	i	-2.2%	0.2%	-0.7%
COc1ccccc1C(=O)Oc1ccc2ccc(=O)oc2c1	21%	.	.	.	0.0%	-2%	.	.	-0.1%	0.1%
CC(C)Cn1c(N)c(C(=O)COC(=O)c2cnc(Cl)c(Cl)c2)c(=O)n(C)c1=O	0%	0.0%	2	-7	7.6%	-2%	i	-3.1%	1.7%	-1.0%
O=C1c2ccccc2NC2(CCCCC2)N1N=C1CCCCC1	9%	-3.9%	-1	8	1.0%	-1%	i	2.3%	0.1%	-0.3%
CCOc1ccc(NC(=O)Nc2cccc(C)n2)cc1	6%	.	.	.	1.7%	0%	.	.	0.6%	0.8%
O=C(NCCNC(=O)c1ccccc1Cl)c1ccco1	2%	.	.	.	0.5%	1%	.	.	0.1%	0.2%
COc1ccc(-n2cnnc2SCC(=O)c2cc(C)n(Cc3cccs3)c2C)cc1	7%	4.0%	7	-4	1.9%	-3%	.	-5.2%	0.5%	0.1%
CN(c1ccc(O)cc1)S(=O)(=O)c1ccc2ccccc2c1	6%	.	.	.	13%	-2%	.	.	0.3%	0.2%
CCc1c(C(=O)NCCc2cccc(C)c2)[nH]c(C)c1C(C)=O	4%	.	.	.	2.7%	-14%	.	.	0.3%	-1.5%
COc1cc(C(=O)N2CCC(O)(c3ccccc3)CC2)cc(OC)c1OC	-2%	-0.2%	2	4	1.0%	2%	i	-1.4%	0.2%	0.3%
CC(=O)c1ccc(OCc2ccc(Oc3c(Cl)cccc3[N+](=O)[O-])cc2)cc1	13%	-1.6%	13	-20	6.7%	-6%	i	-6.8%	0.1%	0.0%
COc1cc2ccc(=O)oc2cc1OCC(O)C(C)(C)O (stereo not drawn)	20%	.	.	.	1.5%	-1%	i	.	2.4%	-0.4%
Cc1cc(F)ccc1NC(=O)c1cc(S(=O)(=O)N2CCCC2)cn1C	7%	.	.	.	3.1%	2%	.	.	3.5%	-0.5%
CCOc1cc(N2CCOCC2)c(OCC)cc1NC(=O)CN1C(=O)C2CC=CCC2C1=O (stereo not drawn)	8%	-0.7%	-15	1	1.0%	5%	i	-4.1%	0.2%	0.3%
CCOc1ccccc1-n1nnnc1SCc1nc2ccccc2s1	4%	-1.4%	8	5	2.2%	-2%	.	-4.6%	0.0%	.
CCC(C)c1ccc(NC(=S)Nc2ccc(OC)c(OC)c2)cc1 (stereo not drawn)	9%	-1.5%	72*	4.7*	0.0%	-5%	i	-5.5%	1.1%	-0.6%
Cc1ncc([N+](=O)[O-])n1CCOC(=O)NC(NCc1cccnc1)C(Cl)(Cl)Cl (stereo not drawn)	2%	1.4%	-9	-2	1.4%	-4%	i	-7.0%	0.8%	-0.5%
Cc1c(NC(=S)NC(=O)c2ccco2)cccc1-c1nc2ncccc2o1	-2%	1.5%	-5	-6	3.5%	0%	i	-11%	0.1%	0.1%
O=C1CC(c2cccc(F)c2)c2c(c3ccccc3[nH]c2=O)O1 (stereo not drawn)	10%	-0.3%	7	0	-1.3%	-2%	i	-4.4%	1.2%	0.7%
COC(=O)c1ccc(-c2ccco2)n1Cc1ccccc1Cl	12%	-0.7%	-5	6	1.3%	0%	i	-7.8%	0.4%	0.6%
COc1cccc(NC(=O)c2ccc[n+](C)c2)c1	16%	.	.	.	0.4%	-10%	.	.	0.2%	0.3%
O=S(=O)(NC1CCCCC1N1CCCCC1)c1ccccc1 (stereo not drawn)	6%	.	.	.	1.7%	-4%	.	.	0.1%	0.2%
O=C(NCCCNC(=O)c1ccc(-c2cc(Cl)ccc2Cl)o1)c1cnccn1	5%	.	.	.	9.8%	-16%	.	.	-0.3%	-0.7%
O=C(CCN1c2ccccc2Sc2ccccc21)Nc1ccccc1	8%	0.7%	70*	43*	4.7%	1%	i	-16%	0.5%	-0.8%
Cc1ncoc1C(=O)N1CCCC(C(=O)c2ccc(-c3ccccc3)cc2)C1 (stereo not drawn)	.	5.3%	68*	61*	18%	0%	i	-5.3%	0.4%	-2.0%
CCS(=O)(=O)N1CCC(C(=O)NCCCN2CCC(Cc3ccccc3)CC2)CC1	22%	0.2%	-11	-9	-1.1%	1%	.	-23%	0.2%	.
Cc1ccc(OC(=O)C(C)c2cccc(C(=O)c3ccccc3)c2)cc1 (stereo not drawn)	4%	-1.2%	23	1	-0.3%	-8%	i	-1.7%	3.0%	-0.5%
COC(=O)C1CCN(c2cc(=O)n(C3CCCCC3)c(=O)[nH]2)CC1	18%	-1.2%	33	30	-0.3%	-9%	i	-3.3%	0.5%	0.5%
CC(C)(C)NC(=O)C1Cc2ccccc2CN1 (stereo not drawn)	2%	-0.6%	8	-7	0.3%	-5%	i	-11%	1.3%	0.0%
COc1ccc(N2CCN(CC(=O)NC(C)c3ccccc3)CC2)cc1 (stereo not drawn)	24%	.	.	.	0.7%	-7%	.	.	0.1%	-0.1%
CCn1c2ccccc2c2cc(NC(=O)c3cc(C)on3)ccc21	4%	-1.2%	42	40	7.3%	0%	i	-4.6%	0.0%	-0.8%
O=C(CNCC1CCCO1)Nc1ccccc1N1CCOCC1 (stereo not drawn)	8%	0.4%	-6	-10	0.3%	-1%	i	-0.1%	9.8%	0.0%
C/C=C(\C)CN1CCc2cc(OC)c(OC)cc2C1	0%	-1.2%	-6	-6	0.3%	-2%	i	-6.5%	6.2%	0.1%
O=C(NCc1ccc(F)cc1)c1cc2ccccc2o1	1%	.	.	.	0.1%	-2%	.	.	0.4%	-0.4%
CCOC(=O)c1c(C)[nH]c(C(=O)CSc2nc(C)cc(C)n2)c1C	6%	-0.1%	-6	-17	11%	5%	i	0.1%	0.4%	-1.2%
O/N=C/c1ccccc1Oc1ccc(Cl)cc1	19%	-0.9%	37	35	12%	-13%	i	-3.5%	-1.7%	-0.7%
O=C(COC(=O)CCN1C(=O)C2CC=CCC2C1=O)NCCc1ccccc1 (stereo not drawn)	3%	.	.	.	1.8%	-9%	.	.	0.2%	-0.1%
NC(=O)C(=O)N/N=C/c1c2ccccc2cc2ccccc12	23%	.	.	.	4.0%	-1%	.	.	1.6%[50 µM]	1.1%
Nc1sc(-c2ccccc2)cc1C(=O)O	5%	-0.7%	3	-3	.	.	.	-8.5%	.	.
COc1ccccc1N1CCN(C2CCCN(C(=O)c3cc(C4CC4)on3)C2)CC1 (stereo not drawn)	7%	.	.	.	-0.5%	-4%	.	.	0.1%	-0.8%

Structures from the list above containing a thiophene ring, fused or not, in the order listed:
SMILES	Large T inhibition	CSM14.1 death rescue	WT yeast gro inh	WT yeast gro inh mutant strain	RSV antiviral HEp-2	Dengue-2 NS5 capping	Yfh1-off respiration	XIAP antagonists	UTI89 phage lysis	West Nile virus CPE	others
Cn1c(SCC(=O)NCc2cccs2)nnc1-c1ccc(S(=O)(=O)N2CCCC2)cc1	16%	1.7%	-23	-2	-0.8%	-7%	i	-1.3%	-0.5%	0.5%
COCC(C)NC(=O)CSc1ncnc2sc(-c3ccccc3)cc12 (stereo not drawn)	7%	.	.	.	7.8%	1%	.	.	-0.2%	-0.9%
CCc1cc2c(NCC3CCCO3)ncnc2s1 (stereo not drawn)	12%	3.5%	6	2	1.2%	-2%	i	-2.2%	0.2%	-0.7%
COc1ccc(-n2cnnc2SCC(=O)c2cc(C)n(Cc3cccs3)c2C)cc1	7%	4.0%	7	-4	1.9%	-3%	.	-5.2%	0.5%	0.1%
Nc1sc(-c2ccccc2)cc1C(=O)O	5%	-0.7%	3	-3	.	.	.	-8.5%	.	.
